Yfh1-depleted yeast: enhancers of respiration in Yfh1-depleted yeast, dose response, Friedreich's ataxia, plus single-dose screen (AID 1465); S. cerevisiae Yfh1-off respiration, WST-1 reduction, 72 h; higher fold induction means a stronger effect; one-dose fold induction at 50 µM; EC50 in µM for titrated hits; actives 0.074% (n = 220,000);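 active = fold induction of absorbance versus untreated yeast above a set limit, then at least 30% activation at any dose in follow-up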;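 note: activators that raise dye reduction in frataxin-depleted yeast; strong numbers were not always called active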
AID2073: disruptors of CaV2.2 binding to Mint1 – biochemical, HTRF (AID 2073); HTRF protein-protein interaction, Mint1-CaV2.2; higher % means a stronger effect; one-dose inhibition, % at 20 µM; IC50 in µM for titrated hits; actives 0.19% (n = 290,000); in the data active = inhibition mostly above about 51%, no sharp cut-off; note: some results filed as inactive read as strong as hits
WT yeast gro inh: growth inhibition of WT yeast, mitochondrial fusion screen | mitochondrial fusion phenotypic screen, WT strain | inhibition, % at 10 µM | actives 2.1% (n = 190,000); in the data active = inhibition above about 58%; tested in S. cerevisiae
Dynein transport: blocks dynein driven cargo transport along microtubules; 3617.4 mouse cells, GR-EGFP nuclear translocation imaging; test concentration mostly 20 µM; stimulated with dexamethasone, 1 µM; active compounds read low; z-score, hits read low; actives 0.47% (n = 220,000); AID 1381;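 active = plate z-score of nuclear minus cytoplasmic receptor signal below a set negative limit, without overly bright fluorescence or cell loss, cut at about -3.5 in these data, passing the limit was not always enough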;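 note: z-score of nuclear minus cytoplasmic ring GR-EGFP intensity difference per well; some compounds called inactive have numbers as strong as hits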
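medium = tetracycline-free induction medium containing charcoal-stripped FBS | also added = 1.0 µM final dexamethasone stimulus | schedule = 48 h induction, 1 h compound, 30 min dex at 37 °C | technique = fixed, Hoechst-stained cells imaged at 10x for EGFP | measure = GR-EGFP nuclear translocation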
MT stabilizer: microtubule stabilization, imaging screen. HeLa tubulin immunostaining HCS, 24 h; share of cells brighter than vehicle mean+2SD. % tubulin-high responders, % at 10 µM. actives 0.83% (n = 200,000). AID 2205;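 active = plate Z-score above 3 for both tubulin-high and condensed-nucleus cell shares, with cell loss under 80%, at 10 µM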;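 note: anti alpha tubulin signal scored within the nucleus-defined area of each cell; some results filed as inactive read as strong as hits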
Ins promoter up: MIN6 insulin promoter up-regulation; MIN6 insulin promoter-GFP reporter, high-content imaging; active compounds read high; z-score at 5 µM; actives 0.3% (n = 190,000); AID 1625;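 active = z-score above 3 at 5 µM with at least 500 cells counted in the well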
Autophagy HCS: alters autophagy in cells. MEF GFP-LC3 puncta imaging; test concentration mostly 10 µM. calls only at 10 µM (by protocol). actives 0.98% (n = 190,000);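 active = percentage of spot-positive cells more than 3 SD above its plate mean, without a fluorescence outlier flag or 80% toxicity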;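 note: spot-positive cell cutoff set from DMSO-treated cells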
HIV peptide binding: cell-free HIV fusion peptide-binding blockers – biochemical, uHTS, fluorescence dequenching, primary screen (AID 1986); cell-free peptide binding, fluorescence dequenching, 30 min; higher % means a stronger effect; one-dose inhibition, % at 20 µM; IC50 in µM for titrated hits; actives 0.3% (n = 290,000); in the data active = inhibition mostly above about 52%, no sharp cut-off; inactive = mostly below about 76%; note: some results filed as inactive read as strong as hits
b-catenin transl: alters nuclear translocation of beta-catenin in HeLa cells | AID 1665 | nuclear translocation activity, % at 5 µM | actives 0.3% (n = 190,000) | immunofluorescence imaging;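 active = nuclear translocation activity above 50% at 5 µM, with a well cell count of 50 or more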;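 note: per-cell ratio of nuclear to cytoplasmic median beta-catenin stain intensity; plate controls were DMSO negative control for no effect and GSK-3 inhibitor IX positive control for full effect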
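Read-out: Nuclear/cytoplasmic beta-catenin signal ratio, % activation | Assay system: Human HeLa cell line | Times: 24 h compound exposure at 37°C, 5% CO2 | Signal: Fluorescence imaging of beta-catenin antibody stain plus DAPI | Dosing: 5 µM primary, 0.02–20 µM confirmation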
WT yeast gro inh mutant strain: recorded beside WT yeast gro inh, whose call it bears; inhibition, %; mitochondrial fusion phenotypic screen, mutant strain inhibition
Dynein transport cytoplasmic EGFP: recorded beside Dynein transport, whose call it bears; z-score; measured here: cytoplasmic GR-EGFP intensity; active compounds read high
Dynein transport nuclear GR-EGFP: second read-out of Dynein transport, no call of its own (marks repeat the call); z-score; measured here: nuclear GR-EGFP intensity;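 lower value marks the stronger effect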
Dynein transport cell count: also measured in Dynein transport; calls as there; z-score; measured here: cell count per field
Ins promoter up cell count: second read-out of Ins promoter up, no call of its own (marks repeat the call); cell count; measured here: cytotoxicity, nuclei count;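 total cells summed across four imaged fields per well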
b-catenin transl cell count 5 µM: recorded beside b-catenin transl, whose call it bears; cell count; measured here: cell count, cytotoxicity flag
MT stabilizer Hoechst-high %: second read-out of MT stabilizer, no call of its own (marks repeat the call); % Hoechst-high responders; measured here: nuclear condensation Hoechst responders;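 share of cells brighter than vehicle mean plus two SD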
MT stabilizer cytotoxicity %: second read-out of MT stabilizer, no call of its own (marks repeat the call); toxicity, %; measured here: cytotoxicity by cell density;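 0% = mean cell density of plate MIN control wells and 100% = no cells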
Autophagy HCS cell loss 18 h: second read-out of Autophagy HCS, no call of its own (marks repeat the call); toxicity, %; measured here: cell loss, nuclei count;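 cell loss after 18 h compound exposure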
The depositor's hits bear a star.

Screening O=C(NCc1cccc(C(F)(F)F)c1)c1cc(Cl)cc(Cl)c1 returned Yfh1-depleted yeast inactive, AID2073 0.6%, WT yeast gro inh -15.1, Dynein transport 0.443, MT stabilizer 2.4, Autophagy HCS inactive, HIV peptide binding 2.3%, WT yeast gro inh mutant strain -13.4, Dynein transport cytoplasmic EGFP -0.214, Dynein transport nuclear GR-EGFP 0.5, Dynein transport cell count 0.877, MT stabilizer Hoechst-high % 0.9, MT stabilizer cytotoxicity % 9.6 and Autophagy HCS cell loss 18 h 12.6.
For COc1ccc(S(=O)(=O)N2CCCCC2)cc1NC(=O)c1ccc2c(c1)OCO2 the results were Yfh1-depleted yeast inactive, AID2073 4.0%, WT yeast gro inh -3.4, Dynein transport 0.406, MT stabilizer 1.9, Ins promoter up -0.07, Autophagy HCS inactive, HIV peptide binding -1.9%, b-catenin transl -0.7, WT yeast gro inh mutant strain -14.3, Dynein transport cytoplasmic EGFP -0.131, Dynein transport nuclear GR-EGFP 1.01, Dynein transport cell count -1.59, Ins promoter up cell count 1279, b-catenin transl cell count 5 µM 975, MT stabilizer Hoechst-high % 1.9, MT stabilizer cytotoxicity % 8.6 and Autophagy HCS cell loss 18 h 2.3.
`Cc1cccc(N2CCN(C(=O)CCn3c(=S)[nH]c4cc5c(cc4c3=O)OCO5)CC2C)c1` (stereo not drawn) gave Yfh1-depleted yeast inactive, AID2073 -11.2%, WT yeast gro inh 21.3, Dynein transport -1.23, MT stabilizer 2.6, Ins promoter up -0.81, Autophagy HCS inactive, HIV peptide binding -1.0%, WT yeast gro inh mutant strain 15.8, Dynein transport cytoplasmic EGFP 0.974, Dynein transport nuclear GR-EGFP -0.0428, Dynein transport cell count -0.588, Ins promoter up cell count 1297, MT stabilizer Hoechst-high % 2.4, MT stabilizer cytotoxicity % 7.8 and Autophagy HCS cell loss 18 h 5.8.
`O=C(CSc1nnc(C23CC4CC(CC(C4)C2)C3)o1)Nc1ccc(N2CCOCC2)c(Cl)c1` gave Yfh1-depleted yeast inactive, AID2073 -5.3%, WT yeast gro inh 34.6, Dynein transport -0.477, MT stabilizer 3.5, Ins promoter up -0.96, Autophagy HCS inactive, HIV peptide binding -0.3%, b-catenin transl 0.6, WT yeast gro inh mutant strain 12.0, Dynein transport cytoplasmic EGFP -0.274, Dynein transport nuclear GR-EGFP -0.347, Dynein transport cell count 0.0841, Ins promoter up cell count 1266, b-catenin transl cell count 5 µM 1117, MT stabilizer Hoechst-high % 2.0, MT stabilizer cytotoxicity % 8.8 and Autophagy HCS cell loss 18 h -9.7.
O=C(O)CCC(=O)N1CCc2cc(S(=O)(=O)NC3CCCc4ccccc43)ccc21 (stereo not drawn) was read as Yfh1-depleted yeast inactive, AID2073 2.6%, WT yeast gro inh 5.3, Dynein transport -0.723, MT stabilizer 1.5, Ins promoter up 1, Autophagy HCS inactive, HIV peptide binding -0.4%, b-catenin transl -1.0, WT yeast gro inh mutant strain 1.9, Dynein transport cytoplasmic EGFP -0.213, Dynein transport nuclear GR-EGFP -0.255, Dynein transport cell count 0.458, Ins promoter up cell count 1294, b-catenin transl cell count 5 µM 1436, MT stabilizer Hoechst-high % 1.7, MT stabilizer cytotoxicity % 11.0 and Autophagy HCS cell loss 18 h 9.8.
CS(=O)(=O)c1cccc(C(=O)Oc2ccccc2)c1 was read as Yfh1-depleted yeast inactive, AID2073 9.6%, WT yeast gro inh -23.7, Dynein transport -0.792, MT stabilizer 2.2, Ins promoter up 1.51, Autophagy HCS inactive, HIV peptide binding -1.7%, b-catenin transl -2.2, WT yeast gro inh mutant strain -54.6, Dynein transport cytoplasmic EGFP -0.205, Dynein transport nuclear GR-EGFP -0.266, Dynein transport cell count 1.15, Ins promoter up cell count 1197, b-catenin transl cell count 5 µM 854, MT stabilizer Hoechst-high % 2.1, MT stabilizer cytotoxicity % 3.3 and Autophagy HCS cell loss 18 h 2.2.
CC1CC(Nc2ccccc2)=NC1(C)C (stereo not drawn) was read as Yfh1-depleted yeast inactive, AID2073 -2.5%, WT yeast gro inh -8.9, Dynein transport -0.919, MT stabilizer 5.3, Ins promoter up 0.04, Autophagy HCS inactive, HIV peptide binding -0.4%, WT yeast gro inh mutant strain 18.4, Dynein transport cytoplasmic EGFP -0.31, Dynein transport nuclear GR-EGFP -0.777, Dynein transport cell count 0.721, Ins promoter up cell count 1201, MT stabilizer Hoechst-high % 2.9, MT stabilizer cytotoxicity % 5.3 and Autophagy HCS cell loss 18 h -2.9.
`COC(=O)c1ccc(NC(=O)c2ccc3c(c2)OCO3)cc1` gave Yfh1-depleted yeast inactive, AID2073 7.1%, WT yeast gro inh -13.7, Dynein transport -0.19, MT stabilizer 4.6, Ins promoter up 0.11, Autophagy HCS inactive, HIV peptide binding -2.8%, b-catenin transl -0.6, WT yeast gro inh mutant strain 4.2, Dynein transport cytoplasmic EGFP -0.254, Dynein transport nuclear GR-EGFP -0.153, Dynein transport cell count 0.0841, Ins promoter up cell count 1278, b-catenin transl cell count 5 µM 1041, MT stabilizer Hoechst-high % 4.3, MT stabilizer cytotoxicity % 2.8 and Autophagy HCS cell loss 18 h -2.7.
`O=S(=O)(c1ccccc1)N1CCN(S(=O)(=O)N2CCCCC2)CC1` gave Yfh1-depleted yeast inactive, AID2073 3.8%, WT yeast gro inh -1.6, Dynein transport -0.247, MT stabilizer 3.3, Ins promoter up 1.35, Autophagy HCS inactive, HIV peptide binding -2.2%, WT yeast gro inh mutant strain 3.0, Dynein transport cytoplasmic EGFP -0.267, Dynein transport nuclear GR-EGFP -0.973, Dynein transport cell count 0.918, Ins promoter up cell count 1372, MT stabilizer Hoechst-high % 2.2, MT stabilizer cytotoxicity % 1.3 and Autophagy HCS cell loss 18 h 0.0.
For Cc1ccc(NC(=S)N2CCC(c3nc4ccccc4s3)CC2)cc1C the results were Yfh1-depleted yeast inactive, AID2073 -17.3%, WT yeast gro inh -2.3, Dynein transport -0.795, MT stabilizer 0.7, Ins promoter up 0.03, Autophagy HCS inactive, HIV peptide binding -1.6%, b-catenin transl -1.0, WT yeast gro inh mutant strain 0.6, Dynein transport cytoplasmic EGFP -0.121, Dynein transport nuclear GR-EGFP -0.449, Dynein transport cell count 0.637, Ins promoter up cell count 1383, b-catenin transl cell count 5 µM 1399, MT stabilizer Hoechst-high % 1.4, MT stabilizer cytotoxicity % 10.9 and Autophagy HCS cell loss 18 h 7.5.
For CC(C(=O)N1c2ccccc2CCc2ccccc21)n1nnc(-c2ccc(N(C)C)cc2)n1 (stereo not drawn) the results were Yfh1-depleted yeast inactive, AID2073 21.9%, WT yeast gro inh 29.3, Dynein transport -0.394, MT stabilizer 1.4, Ins promoter up 0.69, Autophagy HCS inactive, HIV peptide binding -0.8%, b-catenin transl -2.8, WT yeast gro inh mutant strain -2.8, Dynein transport cytoplasmic EGFP -0.167, Dynein transport nuclear GR-EGFP -0.0129, Dynein transport cell count -0.0369, Ins promoter up cell count 1195, b-catenin transl cell count 5 µM 497, MT stabilizer Hoechst-high % 1.4, MT stabilizer cytotoxicity % 8.9 and Autophagy HCS cell loss 18 h 12.0.
`Cc1ccc(-n2c(SCC(N)=O)nnc2-c2ccccn2)cc1C` gave Yfh1-depleted yeast inactive, AID2073 3.4%, WT yeast gro inh 4.4, Dynein transport 0.334, MT stabilizer 1.7, Ins promoter up 0.86, Autophagy HCS inactive, HIV peptide binding 2.1%, b-catenin transl 0.8, WT yeast gro inh mutant strain 7.1, Dynein transport cytoplasmic EGFP -0.205, Dynein transport nuclear GR-EGFP -0.104, Dynein transport cell count -0.23, Ins promoter up cell count 1241, b-catenin transl cell count 5 µM 919, MT stabilizer Hoechst-high % 1.1, MT stabilizer cytotoxicity % 5.6 and Autophagy HCS cell loss 18 h -0.9.
`O=C1COc2ccc(C(=O)NC3CC3)cc2N1` gave Yfh1-depleted yeast inactive, AID2073 6.0%, WT yeast gro inh -8.0, Dynein transport 1.17, MT stabilizer 1.8, Autophagy HCS inactive, HIV peptide binding -0.8%, b-catenin transl 0.1, WT yeast gro inh mutant strain -14.5, Dynein transport cytoplasmic EGFP -0.0672, Dynein transport nuclear GR-EGFP 1.01, Dynein transport cell count -1.59, b-catenin transl cell count 5 µM 1075, MT stabilizer Hoechst-high % 2.7, MT stabilizer cytotoxicity % 10.0 and Autophagy HCS cell loss 18 h -0.7.
Screening Cc1ccccc1-n1nc2c(c1NC(=O)c1c(-c3ccccc3Cl)noc1C)CSC2 returned Yfh1-depleted yeast inactive, AID2073 11.5%, WT yeast gro inh -0.6, Dynein transport -0.163, MT stabilizer 5.7, Ins promoter up 0.68, Autophagy HCS inactive, HIV peptide binding -0.4%, b-catenin transl -1.5, WT yeast gro inh mutant strain 14.4, Dynein transport cytoplasmic EGFP 0.0175, Dynein transport nuclear GR-EGFP 0.417, Dynein transport cell count -0.649, Ins promoter up cell count 1196, b-catenin transl cell count 5 µM 1374, MT stabilizer Hoechst-high % 3.4, MT stabilizer cytotoxicity % 5.8 and Autophagy HCS cell loss 18 h -10.3.

Bioassay records: PubChem, several laboratories
